HT1080 IDH1KD tx – qHTS for induction of synthetic lethality in tumor cells producing 2HG: qHTS for the HT-1080-IDH1KD cell line; HT-1080 IDH1 knockdown viability, ATP luminescence, 48 h; Potency, µM (highest dose often 46.1 µM), without a hit: top-dose activity, negative = toxicity, actives largely listed as cytotoxic; 360,000 compounds, 2% hits;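 further: potency means the concentration at half of the fitted maximal effect; 0% = DMSO wells and -100% = cell-free medium wells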
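Knockdown cells (IDH1KD HT-1080) received compounds 2 h after plating at 750 cells/well and were kept 48 h at 37 °C in 5% FBS RPMI. A CellTiter-Glo luminescence read gave % activity for curve fitting.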
HT1080NT lethal – qHTS for induction of synthetic lethality in tumor cells producing 2HG: qHTS for the HT-1080-NT fibrosarcoma cell line | HT-1080-NT fibrosarcoma viability, CellTiter-Glo ATP luminescence, 48 h | Potency, µM (doses to about 46.1 µM), for inactives: at the highest dose activity, negative = less viability, usual class: cytotoxic | 360,000 compounds, 1.6% hits | AID 686970, 2013;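 further: NT is the 2HG producing partner of a matched IDH1 knockdown line; potency means the concentration at half of the fitted maximal effect; 0% = DMSO-treated cells and -100% = media-only wells without cells; nearly all actives have a fitted effect of over 55% in size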
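Compounds were tested in concentration-response format on HT-1080-NT cells for 48 hours at 37 degrees C. Cell viability came from CellTiter-Glo luminescence; curves were classified by r2, response magnitude and activity.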
KB-3-1 cytotox – qHTS assay for MDR1-selective chemotherapeutics: Primary screen using the parental adenocarcinoma cell KB-3-1; KB-3-1 viability, CellTiter-Glo ATP luminescence, 72 h; Potency, µM (series often up to 46.1 µM), for the others: at the top dose activity change, negative = cytotoxic, hits mostly cytotoxic; 400,000 compounds, 1.4% hits; further: potency means the concentration at half of the fitted maximal effect; on the % scale 0 is the no-effect control and ±100 the full control effect; nearly all actives have a fitted effect of over 60% in size
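Cytotoxicity in the drug-sensitive parental line KB-3-1 was scored as loss of CellTiter-Glo luminescence following 72 h incubation with compound. Values come from curve fitting of normalized concentration-response data.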
IL1B secr inh – qHTS for Inhibitors of Inflammasome Signaling: IL-1-beta AlphaLISA Primary Screen | activity change, % at 57.5 µM | 360,000 compounds, 4.7% hits | AID 743279, 2014 | THP-1 LPS/ATP IL-1B secretion, AlphaLISA, 16 h; hits give low values; in the data active means activity change below about -50%; inconclusive means mostly about -30% to -49%; further: on the % scale 0 is the no-effect control and ±100 the full control effect
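THP-1 cells pretreated 1 hr with compounds (up to 57.5 uM final), then stimulated with LPS (250 ng/mL final) plus ATP (1.25 mM final); secreted IL-1B measured by AlphaLISA after 16 hr, decreased signal indicating inhibition.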
D3 antag – qHTS of D3 Dopamine Receptor Antagonist: qHTS | D(3) dopamine receptor (Homo sapiens), P35462 | D3R cells, DiscoveRx beta-arrestin luminescence, antagonist mode; hits give low values | max response, negative = inhibition, % | 360,000 compounds, 2.5% hits | AID 652054, 2013; in the data active means max response below about -50%; inconclusive means no clear call, values can overlap the other calls; further: on the % scale 0 is the no-effect control and ±100 the full control effect; mostly tested at two doses, the higher about 12 µM
Target sequence (P35462 whole entry, looked up): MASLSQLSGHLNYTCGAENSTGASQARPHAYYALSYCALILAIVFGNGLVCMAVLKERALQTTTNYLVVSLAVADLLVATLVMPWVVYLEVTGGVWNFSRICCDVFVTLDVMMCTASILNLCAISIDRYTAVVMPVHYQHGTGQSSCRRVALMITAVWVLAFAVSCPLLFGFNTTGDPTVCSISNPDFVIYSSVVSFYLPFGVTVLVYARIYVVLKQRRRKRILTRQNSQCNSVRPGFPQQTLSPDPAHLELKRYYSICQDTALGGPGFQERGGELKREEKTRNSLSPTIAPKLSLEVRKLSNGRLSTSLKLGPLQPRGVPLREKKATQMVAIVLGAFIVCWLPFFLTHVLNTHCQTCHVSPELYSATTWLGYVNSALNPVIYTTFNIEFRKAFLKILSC
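Cells plated overnight at 1500 cells/well, then exposed to library compounds with dopamine controls for 90 minutes at 37 degrees C. DiscoveRx reagent added for 30–60 minutes at room temperature; luminescence read, quantitative HTS format.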
GLP-1R agonist – qHTS of GLP-1 Receptor Agonists. HEK293 GLP-1R CRE-luciferase, luminescence, 4-6 h; cells express a hypersensitive GLP-1R form. Potency, µM (top dose mostly 45.6 µM), without a hit: at the top dose activation, usual class: activators. 380,000 compounds, 0.007% hits; further: potency means the concentration at half of the fitted maximal effect; % of control where 0% means no effect
KB-V1 MDR tox – qHTS assay for MDR1-selective chemotherapeutics: Primary screen using the drug-selected MDR subline cells KB-V1; KB-V1 MDR cells viability, CellTiter-Glo, 72 h; Potency, µM (doses to about 46.1 µM), for inactives: at the top dose activity change, negative = cytotoxicity, most hits filed as cytotoxic; 400,000 compounds, 3.4% hits; AID 1347076, 2019; further: potency means the concentration at half of the fitted maximal effect; on the % scale 0 is the no-effect control and ±100 the full control effect; nearly all actives have a fitted effect of over 60% in size
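KB-V1 MDR subline cells in DMEM (phenol-red free, 10% FBS) exposed to compounds in qHTS concentration series for 72 h at 37 degrees C. Viability read by CellTiter-Glo luminescence; concentration-effect curves fitted after normalization and correction.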
D3 ag – qHTS of D3 Dopamine Receptor Agonist: qHTS; 410,000 compounds, 0.58% hits; D3R DiscoveRx beta-arrestin cells, luminescence, 90 min; max activation, %; AID 652048, 2013; in the data active means max activation above about 30%; further: 0% is about no effect; mostly tested at two doses, the higher about 12 µM
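Agonist-mode cell screen: cells plated at 1500/well and incubated overnight at 37 °C, then exposed to library compounds for 90 min at 37 °C. Detection reagent was added for 30–60 min at room temperature, and luminescence was read.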
SW480 rerep – A quantitative high throughput screen for small molecules that induce DNA re-replication in SW480 colon adenocarcinoma cells. 340,000 compounds, 1.8% hits. AID 624297, 2012. Potency, µM (doses to about 46.1 µM), inactives show at the highest dose re-replication activation, hits mostly activators. SW480 DNA re-replication, Hoechst DNA content imaging, 48 h; further: potency means the concentration at half of the fitted maximal effect; % of control where 0% means no effect; nearly all actives have a fitted effect of over 55% in size
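DNA re-replication was detected as more nuclei of elevated Hoechst intensity after 48 hr exposure to compound (23 nL pinned per well of 250 cells).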
Numbers without * were called inactive; ? = inconclusive; · = no result given; [ ] = dose if it differs, or a comment. Unless noted, the call rests on the fitted dose curve; in most records, active means well fitted curve in the direction sought with a large enough effect; inconclusive means small, poorly fitted or top-dose-only effect, or another doubt; inactive means no such curve, though single readings can be large; an effect the other way counts as inactive or inconclusive.

no.	structure	HT1080 IDH1KD tx	HT1080NT lethal	KB-3-1 cytotox	IL1B secr inh	D3 antag	GLP-1R agonist	KB-V1 MDR tox	D3 ag	SW480 rerep
1	COc1cc(S(=O)(=O)Nc2ccccc2C)ccc1Cl	-1%	-9%	1%	2	17	8%	-3%	3	-5%
2	CCCOc1ccc(C2/C(=C(\O)c3c(C)[nH]c(C(=O)OC)c3C)C(=O)C(=O)N2CCN(C)C)cc1 (configuration not stated)	2%	4%	10%	-7	0	6%	25%	3	-3%[9.22 µM]
3	Cc1ccc(C)c(S(=O)(=O)Nc2cc(SCC(=O)O)c(O)c3ccccc23)c1	18µM*	23µM*	?	-98*	?	-11%	?	-8	?
4	COc1ccccc1NC(=O)Cc1nnc(SCC(=O)NC2CCCCC2)n1C	-1%	-1%	-5%	26	7	11%	26%	3	8%
5	Cc1nc(C)c(C(=O)O)s1	2%	-4%	-3%	9	-21	-8%	26%	47*	-2%
6	O=C(NC(=S)Nc1ccccc1C(=O)O)c1ccc2ccccc2c1	4%	0%	-10%	24	8	0%	4%	7	-4%
7	Cc1cccc2c1N(CC(=O)OC(C)C)C(=O)C2=O	0%	15%	?	5	-30	-4%	-23%	-11	-3%
8	Cn1c(SCC(=O)O)nc2sc3c(c2c1=O)CCC3	-1%	-5%	18%	18	79	-5%	?	-1	-4%
9	CCOC(=O)c1c(NC(=S)NC)sc2c1CC(C)(C)SC2	-11%	-18%	-2%	32	24	15%	0%	-4	24%
10	CCCCc1ccc(NC(=S)Nc2ccc(Nc3ccc(OC)cc3)cc2)cc1	?	-8%	?	0	-80*	-3%	16µM*	-5	?
11	CCOC(=O)C(C(=O)NCc1ccc(F)cc1)c1ncc(C(F)(F)F)cc1Cl (configuration not stated)	5%	3%	-3%	16	-9	19%	-4%	3	-2%
12	CCOc1ccc(CCNC(=O)C2CCN(S(=O)(=O)N3CC(C)CC(C)C3)CC2)cc1OCC (configuration not stated)	8%	1%	-11%	12	-3	-8%	-28%	1	-12%
13	COCCn1nnnc1C(c1ccc(OC)cc1OC)N1CCN(c2ccccc2F)CC1 (configuration not stated)	-1%[9.24 µM]	6%	-7%	-8	55	-3%	?	-12	0%
14	COCCNC(=O)C1(C)Cc2c(-c3ccc4c(c3)OCO4)ccnc2O1 (configuration not stated)	18µM*	?	?	28	24	7%	-27%	-2	·
15	O=S(=O)(Oc1ccccc1-c1ccccc1)c1ccccc1	-17%	-1%	-15%	10	?	1%	0%	-12	?
16	COc1ccc2oc(-c3cccc(NC(=O)c4cc([N+](=O)[O-])ccc4N4CCOCC4)c3)nc2c1	·	·	6%	·	·	1%	14%	0	·
17	NC(=O)c1oc2ccccc2c1NC(=O)CN1CCCCC1	5%	19%	-1%	-8	-23	-4%	12%	-38	-5%
18	Cc1nnc(-c2ccccc2)[nH]c1=O	12%	14%	-2%	25	2	8%	?	2	-13%
19	Cc1[nH]n(C(C)(C)C)c(=O)c1Sc1ccccc1	1%	1%	7%	-10	-4	-13%	19%	2	0%
20	Cn1cc(S(=O)(=O)Nc2ccc3c(c2)OCCO3)cn1	28%	10%	0%	27	10	1%	3%	3	1%
21	CCCOC(=O)Cn1cnc2scc(-c3ccc(C)cc3)c2c1=O	-21%	-18%	20%	5	1	-3%	0%	1	2%

Single records, as listed above:
Entry for Cc1cccc2c1N(CC(=O)OC(C)C)C(=O)C2=O → HT1080 IDH1KD tx: 0%; HT1080NT lethal: 15%; KB-3-1 cytotox: ?; IL1B secr inh: 5; D3 antag: -30; GLP-1R agonist: -4%; KB-V1 MDR tox: -23%; D3 ag: -11; SW480 rerep: -3%
Entry for CCCOC(=O)Cn1cnc2scc(-c3ccc(C)cc3)c2c1=O → HT1080 IDH1KD tx: -21%; HT1080NT lethal: -18%; KB-3-1 cytotox: 20%; IL1B secr inh: 5; D3 antag: 1; GLP-1R agonist: -3%; KB-V1 MDR tox: 0%; D3 ag: 1; SW480 rerep: 2%

In the list so far, these have a carbonyl joined to an NH by a bond outside any ring.
no.	structure	HT1080 IDH1KD tx	HT1080NT lethal	KB-3-1 cytotox	IL1B secr inh	D3 antag	GLP-1R agonist	KB-V1 MDR tox	D3 ag	SW480 rerep
4	COc1ccccc1NC(=O)Cc1nnc(SCC(=O)NC2CCCCC2)n1C	-1%	-1%	-5%	26	7	11%	26%	3	8%
6	O=C(NC(=S)Nc1ccccc1C(=O)O)c1ccc2ccccc2c1	4%	0%	-10%	24	8	0%	4%	7	-4%
11	CCOC(=O)C(C(=O)NCc1ccc(F)cc1)c1ncc(C(F)(F)F)cc1Cl (configuration not stated)	5%	3%	-3%	16	-9	19%	-4%	3	-2%
12	CCOc1ccc(CCNC(=O)C2CCN(S(=O)(=O)N3CC(C)CC(C)C3)CC2)cc1OCC (configuration not stated)	8%	1%	-11%	12	-3	-8%	-28%	1	-12%
14	COCCNC(=O)C1(C)Cc2c(-c3ccc4c(c3)OCO4)ccnc2O1 (configuration not stated)	18µM*	?	?	28	24	7%	-27%	-2	·
16	COc1ccc2oc(-c3cccc(NC(=O)c4cc([N+](=O)[O-])ccc4N4CCOCC4)c3)nc2c1	·	·	6%	·	·	1%	14%	0	·
17	NC(=O)c1oc2ccccc2c1NC(=O)CN1CCCCC1	5%	19%	-1%	-8	-23	-4%	12%	-38	-5%
